High-throughput results as filed in PubChem.
MBD2 DNA inh – inhibitors of human MBD2 binding to methylated oligonucleotide. Q9UBB5. inhibition, % at 4.4 µM. TR-FRET. 370,000 compounds, 0.31% hits; in the data active = inhibition above about 13%
GC-B act – GC-B (human) receptor activation; AID 1920062; 370,000 compounds, 0.11% hits; HEK293-GC-B cells, CNP EC30, cGMP TR-FRET; 0% at EC30 CNP, 100% saturating CNP; activation, % at 10 µM; P20594;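 active = activation at 10 µM reaching about 35% in either raw or pattern-adjusted values, limit read from the data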
ABHD4 inh – ABHD4 (mouse) inhibition, primary FP screen; purified mABHD4, FP-Rh probe fluorescence polarization; 370,000 compounds, 0.54% hits; AID 720543; Q8VD66; inhibition, % at 8.92 µM;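 active = inhibition exceeding the mean over every tested compound plus 3 SD, cut at about 30% in these data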;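 note: 0% = plate median of compound wells and 100% = S159A mutant with DMSO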
Target sequence (Q8VD66 whole entry, looked up): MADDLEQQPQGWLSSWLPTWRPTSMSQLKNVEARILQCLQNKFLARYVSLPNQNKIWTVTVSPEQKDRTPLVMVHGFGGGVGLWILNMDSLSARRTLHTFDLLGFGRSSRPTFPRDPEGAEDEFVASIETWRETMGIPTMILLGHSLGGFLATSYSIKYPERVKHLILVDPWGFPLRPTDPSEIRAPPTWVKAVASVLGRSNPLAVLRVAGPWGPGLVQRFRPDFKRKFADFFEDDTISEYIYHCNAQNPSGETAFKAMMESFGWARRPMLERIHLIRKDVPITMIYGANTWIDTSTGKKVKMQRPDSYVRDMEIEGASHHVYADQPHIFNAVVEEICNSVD
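Test system: mouse ABHD4 enzyme, wild type. Reagent: FP-Rh fluorescent activity-based probe, added after compound pre-incubation. Timing: pre-incubation 45 min, probe exposure 60 min, at 25 °C. Technique: FP readout, ex 525 nm / em 598 nm. Benchmarks: high control S159A mutant with DMSO, low control median of compound wells.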
GC-A act – GC-A (human) enzyme activation; P16066; HEK293 GC-A cells, cGMP TR-FRET, EC30 ANP; 0% at EC30 ANP, 100% saturating ANP; activation, % at 10 µM; 370,000 compounds, 0.14% hits; AID 1671463; in the data active = activation above about 40%
SIAE inh – inhibitors of human sialic acid acetylesterase SIAE; Q9HAT2; SIAE FP-Rh probe binding, fluorescence polarization; inhibition, % at 9.66 µM; 370,000 compounds, 0.69% hits;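 active = inhibition above a cutoff: mean of compounds within the control limits plus 3 SD of those, cut at about 17% in these data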;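 note: 0% = plate median of compound wells and 100% = probe without SIAE protein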
TCR-CD3 inh – blocks the human TCR-CD3 interaction; inhibition, % at 9.4 µM; 360,000 compounds, 0.37% hits; TAMRA-labeled TCR probe fluorescence, biochemical; AID 651800; in the data active = inhibition above about 19%;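 note: recombinant mutant TCR 2C K166C tagged with TAMRA read by polarization; 0% = receptor in buffer alone and 100% = receptor with positive control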
rCAG RNA binder – r(CAG) repeat RNA binding; inhibition, % at 3 µM; 370,000 compounds, 1.3% hits; TO-PRO-1 dye displacement fluorescence;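 active = inhibition above the plate cutoff, the mean of all test compounds on that plate plus 3 SD, cut at about 35% in these data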;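 note: 0% = DMSO alone and 100% = 100 µM mitoxantrone as full dye displacement; higher means more dye released from RNA so lower well fluorescence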
PRMT1 FP inh – inhibitors of human PRMT1 | Q99873 | recombinant PRMT1, activity-based probe fluorescence polarization | inhibition, % at 2.79 µM | 370,000 compounds, 1.3% hits;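 active = inhibition above about 21% made by adding two undisclosed values, limit read from the data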
Target sequence (Q99873 whole entry, looked up): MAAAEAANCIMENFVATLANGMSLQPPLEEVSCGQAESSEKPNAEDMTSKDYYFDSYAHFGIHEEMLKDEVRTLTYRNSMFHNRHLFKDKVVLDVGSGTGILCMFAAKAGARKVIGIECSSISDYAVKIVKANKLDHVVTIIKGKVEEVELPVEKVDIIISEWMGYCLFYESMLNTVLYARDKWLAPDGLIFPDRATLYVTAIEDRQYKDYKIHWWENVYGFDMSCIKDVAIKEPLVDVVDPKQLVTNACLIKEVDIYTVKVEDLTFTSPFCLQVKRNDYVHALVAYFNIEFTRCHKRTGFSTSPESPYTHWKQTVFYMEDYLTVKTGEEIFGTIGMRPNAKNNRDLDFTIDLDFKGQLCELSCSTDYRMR
HTRA1 inhibitor – HTRA1 (human) protease inhibition; Q92743; recombinant HTRA1, FP-rhodamine activity-based probe, fluorescence polarization; inhibition, % at 5.96 µM; 340,000 compounds, 0.5% hits; AID 504803; in the data active = inhibition above about 36%;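 note: 0% = enzyme with DMSO and 100% = wells lacking enzyme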
UHRF1 binding – UHRF1 methyl-DNA binding inhibition | Q96T88 | UHRF1 binding to methylated oligo, TR-FRET | inhibition, % at 4.4 µM | 370,000 compounds, 0.75% hits | AID 687016; in the data active = inhibition above about 21%;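 note: UHRF1 SRA domain binding a hemimethylated CpG hairpin DNA probe; 0% = median of test compound wells and 100% = reference inhibitor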
* hit, by the source's call; nt = no result given; & = joins results of further samples.

SMILES	MBD2 DNA inh	GC-B act	ABHD4 inh	GC-A act	SIAE inh	TCR-CD3 inh	rCAG RNA binder	PRMT1 FP inh	HTRA1 inhibitor	UHRF1 binding
CCOC(=O)c1cnc(N2CCOCC2)[nH]c1=O	6	0	4	4	-8	-9	-1	0	7	2
COC(=O)c1cccc(Nc2c3c(nc4ccccc24)CCC3)c1	3	3	11	-6	14	-5	-6	-1	-17	2
COC(=O)[C@@]12C[C@@H](CC(=O)NCCC(C)C)C(=O)N(Cc3cccc4ccccc34)C1=CCC(C)(C)C2	-8	-2	-1	4	-4	3	2	2	nt	-1
CCN1/C(=C/C(C)=C/c2sc3ccccc3[n+]2CC)Sc2ccccc21	-12&-1	18&24	-123	9&13	-238	-107&-117	16&17	98*	-241	-4&10
CC(C)(C)C(=O)O/N=C(\N)c1c(Cl)cccc1Cl	0	-2	0	4	-6	-1	0	-1	-2	-2
O=C(N[C@@H](Cc1ccccc1)C(=O)NC1CC1)c1ccc(Cl)cc1	-8	-8	-8	1	0	-2	-1	-3	-4	2
O=S(=O)(NC1CC1)c1ccc(S(=O)(=O)N2CCc3ccccc32)cc1	-5	4	1	-9	3	-7	3	-1	-14	-2
Nc1[nH]c(C(=O)c2ccc(Cl)cc2)c(-c2ccc(Br)cc2)c1C(=O)NCCc1c[nH]c2ccccc12	-2	0	13	-3	2	1	10	-1	nt	2
CCOC(=O)c1cccc(NC(=O)/C=C/c2ccc3c(c2)OCO3)c1	2	3	-52	13	-18	-2	4	-3	-45	-3
CC(C)n1c(C(=O)OCC(=O)NCc2ccc3c(c2)OCO3)cc2sccc21	4	3	-12	-7	0	-10	-2	2	-39	-2
CCOC(=O)c1c(NC(=O)CN2C(=O)NC(C)(c3ccccc3)C2=O)sc(C)c1C (centres undefined)	1	-1	-16	-3	-9	-2	6	-3	-50	1
COC(=O)c1ccc(N)c(N=CC2=C(O)CC(C)(C)CC2=O)c1	-4	6	3	9	-4	3	3	13	-2	-8
O=C(c1ccc(Cl)c(S(=O)(=O)N2CCCCCC2)c1)N1CCN(c2ccc(O)cc2)CC1	2	1	10	-4	3	1	8	4	14	0
NC(N)=N/N=C/c1ccc(Br)cc1	-12	-7	8	-11	2	7	7	-1	12	-5
Cc1cccc(OCC(O)CN2CCN(CCN3C(=O)c4cccc5cccc(c45)C3=O)CC2)c1C (centres undefined)	-1	2	-8	2	0	7	-4	-6	-15	1
COc1ccc(-c2ccc3c(c2)[C@@H]2C[C@H](N(C)S(=O)(=O)c4ccccc4)[C@H]([C@H](C)O)C(=O)N2CC3)cc1	-3	-4	-16	-8	-3	0	8	-2	-27	-2
O=C(NCc1ccccc1Cl)c1ccc(Cn2cc(C(F)(F)F)ccc2=O)cc1	-2	-4	-9	4	3	0	-7	-2	-12	0
CC(C)c1ccc(/C=C/C(=O)NCCCN2CCOCC2)cc1	-3	0	1	2	10	0	2	-3	1	-4
O=C(c1ccccc1Cl)c1c(O)c2ccccc2oc1=O	1	4	3	4	-3	-4	-1	1	4	-1
Cc1c(C(=O)O)sc2nc(SCC(=O)Nc3ccc(S(=O)(=O)NC(C)(C)C)cc3)[nH]c(=O)c12	2	2	-6	3	-1	0	29	-1	-5	-3

Compound profiles (already shown). Order of values: MBD2 DNA inh | GC-B act | ABHD4 inh | GC-A act | SIAE inh | TCR-CD3 inh | rCAG RNA binder | PRMT1 FP inh | HTRA1 inhibitor | UHRF1 binding
CCOC(=O)c1cnc(N2CCOCC2)[nH]c1=O is listed with 6 | 0 | 4 | 4 | -8 | -9 | -1 | 0 | 7 | 2
COC(=O)c1cccc(Nc2c3c(nc4ccccc24)CCC3)c1 is listed with 3 | 3 | 11 | -6 | 14 | -5 | -6 | -1 | -17 | 2

The list continues.
SMILES	MBD2 DNA inh	GC-B act	ABHD4 inh	GC-A act	SIAE inh	TCR-CD3 inh	rCAG RNA binder	PRMT1 FP inh	HTRA1 inhibitor	UHRF1 binding
CC1CN(Cc2ccccc2)C(=S)NC1=O (centres undefined)	-4	4	1	-1	5	3	1	-6	-5	1
COc1ccc(NC2CC(=O)N(c3cccc([N+](=O)[O-])c3)C2=O)cc1 (centres undefined)	2	-1	2	-1	8	2	9	2	2	1
CCCCN1Cc2ccccc2Oc2cc(Br)ccc2S1(=O)=O	-7	-12	-21	-13	-5	2	3	-4	-30	-2
CCc1cc(C(=O)Cc2nc3ccccc3[nH]2)c(O)cc1O	2	-3	10	0	-1	-10	7	4	4	1
CC(C)S(=O)(=O)C1=NSC2=NC(=O)/C(=C\c3ccc(-c4ccccc4)o3)C(=N)N21	7	1	-14	2	-28	4	38*	1	-32	-1
CCCC[C@@H]1CNC(=O)C(=O)N1CC1CCCCC1	-4	-8	5	1	-3	-3	1	0	nt	-1
CC(=O)OC(C(=O)n1nc(C)cc1C)c1ccccc1 (centres undefined)	-4	5	2	0	-4	-1	-3	4	1	1
O=C(NC(=O)c1ccccc1Cl)Nc1ccc(-c2cnco2)cc1	4	-4	-10	8	-26	-4	-1	-2	3	1
CCOc1ccccc1N1CCN(C(=O)CNC(=O)c2ccccc2F)CC1	-5	2	0	0	5	3	-6	1	7	1
CCOC(=O)c1c(N)n(CCOC(=O)c2cccs2)c2nc3ccccc3nc12	6	8	-1	4	-2	-5	3	3	-16	12
COc1ccc(CNC(=O)CN2c3ccccc3S(=O)(=O)c3ccccc32)cc1	2	1	5	3	-6	-10	13	2	-5	3
Cc1ccc(S(=O)(=O)N2CCOCC2)cc1C(=O)NCCCn1ccnc1	3	5	-2	-3	-8	3	2	4	-2	7
COc1ccc(Nc2cc(Nc3cccc(OC)c3)ncn2)cc1	-3	-4	7	-2	4	-7	1	3	3	-1
CCOC(=O)N1CCC(N2CCN(S(=O)(=O)c3ccc([N+](=O)[O-])cc3)CC2)CC1	-5	3	9	4	1	-5	-6	-6	8	2
COc1cccc(-c2nnn(C/C(N)=N/O)n2)c1	6	0	-6	1	-11	-5	6	6	1	4
Cc1cc(C)c(S(=O)(=O)N2CCC(C(N)=O)CC2)cc1C	1	0	3	0	0	-4	-3	-1	9	0
CCN1CCN(C(=O)C2CC(=O)N(c3ccc(Cl)cc3)C2)CC1 (centres undefined)	0	8	-9	-4	2	-16	3	-4	0	3
Cc1cccn2c(=O)c(/C=C(\C#N)C(=O)NCc3ccco3)c(N3CCCCC3)nc12	1	-7	-8	-1	-10	1	-4	-1	-9	-1
CCC1(CC)NC(=O)N(CC(=O)OCC(=O)NC(=O)c2ccc(Cl)cc2)C1=O	0	-4	-8	8	0	-1	1	-4	0	-1
Fc1ccc(-c2nnc(CSc3nnc(-c4cccs4)o3)o2)cc1	-1	1	6	-3	-4	0	7	2	-2	0
CCOc1ccc(CN(C)CC(O)COC(c2ccc(OC)cc2)c2ccc(OC)cc2)cc1 (centres undefined)	-4	-6	5	-19	-2	2	3	-5	-27	0
COc1ccc(Nc2ccc3c(c2)=NC2(CCCCC2)[N+]=3[O-])cc1	-24	nt	22	nt	2	4	3	8	19	-13
CC(OC(=O)Cn1c(C(F)(F)F)nc2ccccc21)C(=O)N1CCCc2ccccc21 (centres undefined)	-3	3	4	-3	-4	4	2	0	1	0
Cc1cc(C)nc(SCc2nnc(SCC(=O)Nc3nccs3)n2Cc2ccco2)n1	8	-2	-13	-5	0	-1	-1	4	-1	5
CCOc1cc(C(=O)NC(=S)Nc2nc(C)cc(C)n2)cc(OCC)c1OCC	-1	-3	-4	-6	-3	3	-2	-2	-3	0
CCOc1ccccc1NC(=O)/C(C#N)=C/c1cccnc1	0	-10	-4	-7	-13	4	14	-8	3	2
CC1CCCC(C(=O)OCc2ccccc2)N1 (centres undefined)	0	1	1	3	-5	3	1	2	2	0
CC(=O)Nc1ccc(NC(=O)CN(c2ccc([N+](=O)[O-])cc2)S(=O)(=O)c2ccccc2)cc1	3	-3	-1	-4	-2	-3	8	-1	1	-1
OCc1ccccc1OCCOc1ccc(Cl)c2cccnc12	-7	-6	5	-4	8	3	-2	0	-8	-2
CC(C)CCN1NC2(CCCC(C)C2)NC1=S (centres undefined)	3	2	-1	0	-1	-2	-2	3	nt	-1
Cc1ccc(S(=O)(=O)N2CCC(C(=O)Nc3ccccc3N3CCCCC3)CC2)cc1C	1	-11	-2	-19	-3	-1	3	-4	8	1
C(=C\c1ccccc1)/C=N/Nc1nncc(-c2ccccc2)n1	11	-1	-10	-7	-9	0	-2	2	nt	3
Cn1nc(C(=O)Nc2ccccc2N2CCOCC2)ccc1=O	6	-3	-7	-4	5	-4	0	6	3	9
CCOC(=O)c1sc(=S)n(C)c1C	-4	5	1	1	4	-2	1	-2	8	-1
O=C1c2ccccc2S(=O)(=O)N1Cc1cccc(S(=O)(=O)N2CCOCC2)c1	2	-5	-6	-2	3	3	0	-4	5	-1
O=C(CCC1CCN(C(=O)Cc2c(F)cccc2F)CC1)NC1CC1	-1	3	11	6	-3	-6	-3	4	7	1
COc1ccccc1NC(=O)C1=C(C)NC(=O)NC1c1cc(C)cs1 (centres undefined)	2	-2	5	-6	7	12	-1	0	2	0
O=C1CCc2cc(S(=O)(=O)NCCC(=O)NC3CCN(Cc4ccccc4)CC3)ccc2N1	-5	6	1	-2	6	1	-4	-1	7	1
CN(C)CCCNC(=S)N(CCCN(C)C)Cc1cc2cc3c(cc2[nH]c1=O)OCO3	-5	2	2	5	13	5	4	-2	7	1
CNC(=O)NC(=O)COc1ccc2oc3c(c2c1)CCCC3	-3	0	1	0	-8	-3	-5	3	-5	2

Single values from the results shown:
TCR-CD3 inh, `Cc1cc(C)c(S(=O)(=O)N2CCC(C(N)=O)CC2)cc1C` = -4
GC-A act, `CCOC(=O)c1cnc(N2CCOCC2)[nH]c1=O` = 4
ABHD4 inh, `CNC(=O)NC(=O)COc1ccc2oc3c(c2c1)CCCC3` = 1

Continued.
SMILES	MBD2 DNA inh	GC-B act	ABHD4 inh	GC-A act	SIAE inh	TCR-CD3 inh	rCAG RNA binder	PRMT1 FP inh	HTRA1 inhibitor	UHRF1 binding
O=C(NC(Cc1c[nH]c2ccccc12)C(=O)Nc1ccc(OC(F)(F)F)cc1)c1cccs1 (centres undefined)	2	3	-39	-5	-17	-1	9	-1	-19	-3
CCc1nc2ccc(C(=O)NCC3CCCCC3)cn2c1N(C)Cc1ccc(OC)cc1	2	33	2	25	-4	-2	3	4	nt	0
O=C1CCCN1CCCNc1nc2c(S(=O)(=O)c3ccccc3)nnn2c2ccc(Cl)cc12	-2	48*	-1	36	-12	6	4	-5	-20	-4
CCCn1c(NC(=O)c2ccc(Br)cc2)nc2ccccc21	-2	-3	3	0	-7	-3	1	0	3	-3
COc1ccc(OC)c(/C=N/NC(=O)CC2C(=O)NN=C2C)c1 (centres undefined)	1	0	0	0	0	3	-2	0	-2	-1
COc1ccc(-c2ccc3c(c2)c(-c2cccs2)c(-c2cc(OC)cc(OC)c2)n3C)cc1	6	-1	15	0	3	4	8	-2	3	2
CCC(C)[C@@H](N)C(=O)N/N=C/c1ccc2ncccc2c1 (some centres undefined)	3	-3	0	3	1	2	2	-1	-1	-5
O=C1CS/C(=N/N=C2C3CC4CC(C3)CC2C4)N1	4	3	2	3	-3	0	-2	4	3	2
Cn1cc(C(=O)Nc2ccccn2)c(=O)c2ccccc21	-1	0	0	-3	-3	3	-2	-2	2	0
COc1cccc(C2C(C(=O)/C=C/c3ccco3)=C(O)C(=O)N2CCN2CCOCC2)c1 (centres undefined)	-2	4	0	-3	2	10	12	4	12	-1
CCCS(=O)(=O)N1CCN(Cc2c[nH]c3ccccc23)CC1	0	8	9	0	-4	4	1	1	9	0

Not all compounds are listed, so the mix of outcomes need not match the whole.
